FH mod: Identification of activators of human fumarate hydratase by quantitative high-throughput screening; Potency, µM (doses to about 79.9 µM), inactives show at the top dose activity change, negative = inhibition, most hits filed as inhibitors; 0.22% of 54,000 active; FH coupled MDH/diaphorase resazurin fluorescence, 15 min; note: potency is the fitted concentration of half-maximal effect; % is set by controls: 0 for no effect and ±100 for the full control effect; the screen sought activators but most active calls are inhibition curves; nearly all actives have a fitted effect of over 45% in size
Target sequence (P07954 whole entry, looked up): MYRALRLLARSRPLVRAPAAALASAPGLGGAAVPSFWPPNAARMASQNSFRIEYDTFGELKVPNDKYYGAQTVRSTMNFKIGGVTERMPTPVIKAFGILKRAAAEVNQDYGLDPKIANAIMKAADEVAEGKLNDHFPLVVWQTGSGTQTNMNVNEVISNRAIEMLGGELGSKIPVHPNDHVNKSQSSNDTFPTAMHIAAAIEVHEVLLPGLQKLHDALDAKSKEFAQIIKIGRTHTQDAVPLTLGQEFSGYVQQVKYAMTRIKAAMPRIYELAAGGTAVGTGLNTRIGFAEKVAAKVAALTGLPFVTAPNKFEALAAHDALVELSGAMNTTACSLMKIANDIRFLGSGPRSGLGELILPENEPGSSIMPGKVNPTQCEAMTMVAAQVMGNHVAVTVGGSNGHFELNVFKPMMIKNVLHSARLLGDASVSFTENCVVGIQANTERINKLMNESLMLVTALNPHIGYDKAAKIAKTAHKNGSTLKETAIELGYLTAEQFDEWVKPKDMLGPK
PTAP-TSG101 blk: blocks PTAP binding to human TSG101, validation; Q99816; Fluorescence polarization, FITC-PTAP peptide/Tsg101, 20 min; Potency, µM (doses to about 115 µM), for the others: top-dose activity change, negative = inhibition, usual class: inhibitors; 44,000 tested, under 10 active; AID 1347069; note: potency is the fitted concentration of half-maximal effect; 0% is about no effect
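Compounds pinned into 10 uM Tsg101 binding domain, then 50 nM FITC-PTAP peptide added in pH 7.5 HEPES buffer; FP read after 20 min, room temperature. Total S+P intensity flags fluorescent compounds; active cut-off <25 µM, efficacy <60%.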
B2AR arrestin ag: beta-arrestin recruitment by human beta2-adrenergic receptor ligands; P07550; HTLA Tango cells, beta-arrestin recruitment, luciferase luminescence, 18 h; Potency, µM (top dose mostly 46.1 µM), for inactives: at the highest dose activation, actives largely listed as activators; 44,000 tested, under 10 active; AID 1347077;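 note: potency is the fitted concentration of half-maximal effect; 0% = DMSO and full agonism = EC100 isoproterenol or metaproterenol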
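Ligand-induced beta-arrestin recruitment to recombinant beta2-AR is measured via a tTA-driven luciferase reporter in Tango cells after 18 hr compound exposure at 37 degrees C. Concentrations span up to 46 microM.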
p53null 39C tox: p53 null cell cytotoxicity, nonpermissive temperature | 0.97% of 55,000 active | H1299 p53-null (neo) cells, 39C, ATPlite viability, 24 h | Potency, µM (top dose mostly 46.1 µM), for the others: top-dose activity, negative = cell killing, usual class: cytotoxic;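 note: potency is the fitted concentration of half-maximal effect; 0% = DMSO only and -100% = full killing by 100 µM tamoxifen; nearly all actives have a fitted effect of over 50% in size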
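Temperature-shift cytotoxicity format: compound titrations on p53-null or A138V-expressing H1299 cells held 24 hr at 39C, cell ATP then measured, AC50 from Hill model.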
p53null 32C kill: kills p53 null cells at the permissive temperature. H1299-neo p53 null cells, ATP luminescence, 24 h, 32C. Potency, µM (top dose mostly 46.1 µM), for the others: at the highest dose activity change, negative = cytotoxicity, hits mostly cytotoxic. AID 903. 0.62% of 55,000 active;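 note: potency is the fitted concentration of half-maximal effect; 0% = DMSO only and -100% = full killing by 100 µM tamoxifen; nearly all actives have a fitted effect of over 55% in size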
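Luminescent ATP readout gave cell viability of p53-null H1299-neo cells after a 24 h compound exposure at the permissive 32C. Titrations ran up to 46 uM, and AC50s were fitted with the standard Hill equation.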
GALK inh: GALK (human) enzyme inhibition. recombinant GALK, Kinase-Glo ATP luminescence, 1 h. Potency, µM (highest dose often 57.5 µM), without a hit: at the highest dose activity, negative = inhibition, usual class: inhibitors. 44,000 tested, under 10 active. P51570;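 note: plate controls were full GALK reaction for no effect and reaction lacking GALK for full effect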
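Human GALK (5 nM) was incubated with 35 uM ATP and 100 uM galactose in 20 mM HEPES pH 8.0 with MgCl2, NaCl, DTT and BSA for 1 h at room temperature. Remaining ATP was measured by Kinase-Glo Plus luminescence.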
NTMT1 inh: NTMT1 methyltransferase inhibition. Q9BV86. NTMT1 MTase-Glo SAH luminescence, purified enzyme. 2.5% of 59,000 active. Potency, µM (series often up to 114 µM), for inactives: top-dose activity change, negative = inhibition, most hits filed as inhibitors;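 note: potency is the fitted concentration of half-maximal effect; plate controls were DMSO vehicle for no effect and no enzyme for full effect; nearly all actives have a fitted effect of over 65% in size; many of its hits are not listed in these tables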
Target sequence (Q9BV86 whole entry, looked up): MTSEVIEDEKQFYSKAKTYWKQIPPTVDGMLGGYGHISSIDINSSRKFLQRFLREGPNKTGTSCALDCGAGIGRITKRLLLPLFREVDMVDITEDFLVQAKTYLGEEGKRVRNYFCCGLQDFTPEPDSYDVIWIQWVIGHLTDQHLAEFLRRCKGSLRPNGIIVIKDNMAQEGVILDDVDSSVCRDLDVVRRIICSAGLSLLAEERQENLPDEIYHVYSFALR
* hit, by the source's call; ? = inconclusive; . = not tested or not shown; [ ] = remark or other dose. Calls come from the whole dose curve; as a rule, active = well fitted curve in the direction sought with a large enough effect; inconclusive = small, poorly fitted or top-dose-only effect, or another doubt; inactive = no such curve, though single readings can be large; an effect the other way counts as inactive or inconclusive. The list is partial. The share of hits here may be higher or lower than overall.

SMILES	FH mod	PTAP-TSG101 blk	B2AR arrestin ag	p53null 39C tox	p53null 32C kill	GALK inh	NTMT1 inh
Cc1ccc(Cn2c(=O)n(-c3cccc(C(F)(F)F)c3)c(=O)c3c(C)c(C)sc32)c(C)c1	6%	-3%	-2%	-5%	5%	5%	6%
N#Cc1c(N)n(-c2cccc(Cl)c2)c2nc3ccccc3nc12	-7%	4%	0%	22%	-16%	3%	?
O=C(NCc1ccc2c(c1)CCN2C(=O)c1ccncc1)c1ccccc1Cl	0%	-11%	-3%	-2%	7%	-2%	25%
CCn1c(C)c(C)c2cc(C(=O)NCCCN3CCCCC3)ccc21	7%	6%	0%	-7%	1%	0%	?
COc1cccc(CN2C(=O)c3ccccc3Sc3ccc(C(=O)NCCc4ccc(Cl)cc4)cc32)c1	-29%	-1%	-1%	21%	30%	2%	17%
CCc1ccc(NC(=O)N2c3ccccc3Sc3ccccc32)cc1	3%	1%	1%	4%	14%	-14%	19%
CC(=O)Nc1ccc(C)cc1-c1nc2ccccc2n(Cc2cccc(Br)c2)c1=O	-5%	0%	-4%	2%	1%	-13%	0%
COc1ccccc1N1CCN(C(=O)c2cc3ccc4ccc(C)[nH]c4c3n2)CC1	-23%	3%	1%	-4%	11%	-1%	-2%
COc1ccc(-c2cc(C(=O)Nc3c(C(=O)c4ccc(C)cc4)oc4ccccc34)no2)cc1	-7%	0%	-3%	-9%	-3%	-2%	5%
Cc1cc(O)c(C(c2ccccc2)N2CCN(c3ccccc3)CC2)c(=O)n1Cc1ccco1 (configuration not stated)	-6%	-5%	1%	-1%	1%	0%	9%
COc1cc(NC(=O)CSc2nc(-c3ccccc3)no2)cc(OC)c1	5%	2%	0%	-10%	-4%	-2%	-3%
CCN(CC)c1ccc2cc(-c3nc(-c4ccccc4F)no3)c(=O)oc2c1	2%	-6%	1%	16%	-3%	6%	-2%
CCOC(=O)c1c(-c2ccc(C)cc2)csc1NC(=O)c1cc(=O)c2cc(C)cc(C)c2o1	-12%	-1%	0%	5%	-4%	3%	8%
Cc1ccc(-n2nc(C(=O)N3CCN(c4ccccc4F)CC3)c(=O)n(C)c2=O)cc1	-5%	1%	0%	-16%	-3%	-1%	4%
Cc1c(C(=O)N(C)C)sc2c1c(=O)n(-c1ccc(Cl)c(Cl)c1)c(=O)n2CC(=O)Nc1cccc(C(F)(F)F)c1	-28%	0%	-2%	27%	8%	-3%	9%
COC(=O)c1ccc(NC(=O)c2c(NCc3ccc(C)o3)sc3c2CCCC3)cc1	-17%	1%	0%	15%	-3%	2%	?
CCOc1ccc(OCC)c(NC(=O)c2c(C)nn(-c3ccccc3)c2-n2cccc2)c1	-12%	0%	-4%	-4%	-3%	-1%	-14%
COc1cccc(CNC(=O)c2cccn2-c2nnc(N3CCCC3)s2)c1	-4%	0%	0%	-19%	1%	1%	4%
CCOC(=O)/C(C#N)=C/c1ccc(-c2ccccc2)o1	-29%	0%	0%	?	-19%	2%	-5%
O=C(NCc1ccc2c(c1)CCN2C(=O)c1ccccc1)c1cc2ccccc2[nH]1	-12%	-9%	-2%	1%	?	0%	-6%

Some of these compounds in order of heavy-atom count, rising.
SMILES	FH mod	PTAP-TSG101 blk	B2AR arrestin ag	p53null 39C tox	p53null 32C kill	GALK inh	NTMT1 inh
CCn1c(C)c(C)c2cc(C(=O)NCCCN3CCCCC3)ccc21	7%	6%	0%	-7%	1%	0%	?
COc1cc(NC(=O)CSc2nc(-c3ccccc3)no2)cc(OC)c1	5%	2%	0%	-10%	-4%	-2%	-3%
COc1cccc(CNC(=O)c2cccn2-c2nnc(N3CCCC3)s2)c1	-4%	0%	0%	-19%	1%	1%	4%
CCN(CC)c1ccc2cc(-c3nc(-c4ccccc4F)no3)c(=O)oc2c1	2%	-6%	1%	16%	-3%	6%	-2%
O=C(NCc1ccc2c(c1)CCN2C(=O)c1ccccc1)c1cc2ccccc2[nH]1	-12%	-9%	-2%	1%	?	0%	-6%
CCOC(=O)c1c(-c2ccc(C)cc2)csc1NC(=O)c1cc(=O)c2cc(C)cc(C)c2o1	-12%	-1%	0%	5%	-4%	3%	8%

Further records.
SMILES	FH mod	PTAP-TSG101 blk	B2AR arrestin ag	p53null 39C tox	p53null 32C kill	GALK inh	NTMT1 inh
CS(=O)(=O)N(CC(=O)Nc1ccc(Br)cc1)c1ccccc1Br	-19%	-6%	0%	-7%	26%	0%	7%
COc1ccc(CNC(=O)c2cc3cc(S(=O)(=O)N4CCCCC4)ccc3n2C)c(OC)c1	-14%	-2%	1%	-5%	15%	-4%	-7%
Cc1ccc(C(=O)N2CCc3cc(CNC(=O)CCc4ccccc4)ccc32)cc1	-13%	6%	7%	8%	-14%	-1%	-4%
O=C(c1ccc2c(c1)N(Cc1ccccc1F)C(=O)c1ccccc1S2=O)N1CCOCC1 (configuration not stated)	-2%	0%	1%	-15%	-1%	-1%	10%
O=C(Cn1ncc2c3ccccc3n(Cc3ccccc3)c2c1=O)NCCCN1CCCCC1	-4%	-8%	-3%	-3%	-6%	7%	-20%
O=C(NCc1cccc(Cl)c1)c1cc2c(s1)-c1ccccc1OC2	-41%	-3%	-1%	-14%	3%	3%	-9%
CCn1c(=O)c2sccc2n2c(CCCC(=O)Nc3ccc(C)cc3)nnc12	1%	0%	0%	16%	-7%	-6%	-2%
COCCCNC(=O)C1CCN(C(=O)c2cnn(-c3ccccc3)c2-n2cccc2)CC1	-12%	3%	0%	-15%	-6%	7%	-18%
COc1cc(Cl)c(NC(=O)c2cc3ccccn3n2)c(OC)c1	.	0%	1%	-20%	-18%	0%	.
Cc1cc(C)c(Cn2c(=O)n(Cc3ccccc3)c(=O)c3c(C)c(C)sc32)c(C)c1	-8%	-5%	0%	23%	7%	-4%	-3%
COc1ccc(-c2nc3cc(NC(=O)COc4ccc(C)c(C)c4)ccc3o2)cc1	-3%	-1%	-2%	-13%	-1%	2%	13%
Cc1csc2nc(COc3ccc(NC(=O)C(C)C)cc3)cc(=O)n12	3%	4%	-2%	-4%	-5%	1%	-1%
O=C(CSc1oc(-c2ccc(F)cc2)nc1S(=O)(=O)c1ccccc1)c1ccc(Cl)cc1	-11%	9%	-1%	33%[activator]	27%	2%	14%
CN(C)S(=O)(=O)c1ccc2c(c1)c(=O)c(C(=O)N1CCN(c3cccc(Cl)c3)CC1)cn2C	-8%	0%	1%	-19%	2%	0%	-4%
CC(NC(=O)C1CCN(S(=O)(=O)Cc2ccccc2)CC1)c1ccccc1 (configuration not stated)	.	-1%	-2%	-18%	-3%	3%	.
O=S1(=O)c2ccccc2N(Cc2ccccc2F)c2ccccc21	?	1%	2%	6%	-11%	0%	2%
Cc1cc2nc(-c3ccc(NC(=O)c4cc5ccccc5o4)cc3)oc2cc1C	5%	-3%	0%	-6%	4%	-4%	4%
Cc1ccc(S(=O)(=O)N(CC(O)Cn2c3ccccc3c3ccccc32)c2cccc(C(=O)N(C)C)c2)cc1 (configuration not stated)	?	18%	-2%	?	22%	0%	-1%
CN(c1ccccc1)S(=O)(=O)c1nnc(NC(=O)c2cccs2)s1	-10%	-1%	2%	6%	1%	2%	-1%
CCSc1nnc2n(-c3cccc(C)c3)c(=O)c3c4c(sc3n12)CCCC4	?	-1%	-2%	25%	0%	-11%	1%
COc1cc(/C=C(/C#N)c2nc(-c3cc4ccccc4oc3=O)cs2)ccc1O	-17%	5%	0%	-4%	-20%	2%	-16%
Cc1cc(NC(=O)Nc2nnc(N(C)C3CCCCC3)s2)ccc1Br	3%	-3%	-3%	18%	25%	1%	13%
CCn1c(=N)c(C(=O)NCc2cccnc2)cc2c(=O)n3cc(C)ccc3nc21	-4%	-2%	-2%	6%	4%	-17%	?
CC(=O)c1sc2c(c1C)c(=O)n(-c1ccc(Cl)cc1)c(=O)n2Cc1cc(=O)n2cc(Cl)ccc2n1	-1%	0%	1%	-8%	2%	7%	1%
CCOc1ccc(NC(=O)CCS(=O)(=O)c2ccc(Br)cc2)cc1	5%	-4%	1%	-13%	-2%	3%	-16%
CCOc1ccc(S(=O)(=O)Nc2cc3c(C(=O)OCc4ccccc4)c(C)oc3c3ccccc23)cc1	.	0%	-1%	-3%	16%	1%	.
Cc1ccccc1Cn1c(=O)n(Cc2ccc(Cl)cc2)c(=O)c2cccnc21	-10%	1%	-1%	3%	-1%	1%	?
O=S(=O)(c1ccccc1)c1nc(-c2cccc(Cl)c2)oc1N1CCOCC1	?	4%	1%	14%	25%	-1%	6%
Cc1ccc(N2C(=O)CCSC23C(=O)N(Cc2ccccc2)c2ccccc23)cc1 (configuration not stated)	-6%	-4%	0%	-17%	14%	0%	8%
O=C(c1cnc(N2CCOCC2)c2ccccc12)N1CCN(c2ccccc2)CC1	4%	-2%	0%	13µM*	-3%	1%	-4%
Cc1ccc(Nc2ccc(N3CCN(C(=O)c4ccc([N+](=O)[O-])cc4)CC3)nn2)cc1	-19%	-4%	-4%	-4%	54%[activator]	-1%	4%
O=C(Nc1ccc(Br)cc1F)c1cc(S(=O)(=O)NCc2ccc(F)cc2)ccc1F	-2%	1%	0%	0%	-10%	0%	-2%
Cc1ccc(S(=O)(=O)c2cn(Cc3ccc(F)cc3)c3cc(N4CCCC4)c(F)cc3c2=O)cc1	-6%	-6%	0%	-8%	-3%	4%	7%
CCc1ccc(OCC(=O)Nc2ccc(Cl)c(-c3nc4cc(C)cc(C)c4o3)c2)cc1	.	-2%	0%	28%	-10%	0%	.
Cc1oc2c(cc(NS(=O)(=O)c3ccc(C(C)C)cc3)c3ccccc32)c1C(=O)OCc1ccccc1	-9%	0%	0%	0%	6%	3%	-1%
COc1ccc(NC(=O)c2ccc3oc(=O)c(S(=O)(=O)c4ccc(F)cc4)cc3c2)c(OC)c1	-13%	-3%	1%	22%	-3%	9%	-6%
Cc1ccc(-n2ncc3c(NCCc4ccccc4)ncnc32)cc1	-3%	-2%	3%	8%	-7%	-2%	0%
Cc1ccc(S(=O)(=O)c2cnc(SCC(=O)Nc3ccc4c(c3)OCCO4)[nH]c2=O)cc1	-16%	2%	-2%	-15%	0%	0%	-2%
COCCNC(=O)c1cnn(-c2cccc(C)c2)c1-n1cccc1	7%	-7%	2%	4%	2%	-2%	-3%
Cc1ccc(C)c(CSc2nc3ccncc3n2CC(=O)Nc2ccc(N(C)C)cc2)c1	-14%	-1%	-1%	-21%	-1%	8%	-1%
CCN(CC)c1ccc(C(=O)N2CCC(c3c[nH]c4ccccc34)(c3c[nH]c4ccccc34)CC2)cc1	-7%	0%	-3%	-13%	22%	-11%	11%
Cn1c(=O)c(=O)n(C)c2cc(N3CCOCC3)c(NS(=O)(=O)c3ccc(F)c(Cl)c3)cc21	-41%	4%	-1%	-17%	-3%	-1%	4%
CCOc1ccc(C(=O)OCc2cc(=O)n3nc(C4CC4)sc3n2)cc1	21%	-1%	0%	5%	-13%	-1%	-3%
CCc1ccc2oc(-c3cc(NC(=O)c4cc([N+](=O)[O-])ccc4N4CCOCC4)ccc3Cl)nc2c1	-16%	0%	-2%	-9%	10%	-14%	3%

From PubChem
